Source: PubChem BioAssay (several laboratories)
PP1 counter: counter-screen for PP5 inhibitors: inhibitors of human PP1-alpha | P62136 | purified PP1alpha, OMFP fluorescence | inhibition, % at 6.7 µM | 0.9% of 320,000 active | AID 2235;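 active means inhibition above the mean inhibition of all tested compounds plus 3 SD, computed separately for each screening campaign, cut at about 15% in these data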
CTSL1 counter: cathepsin L1 inhibition, PFM18AAP counter-screen | 0.49% of 300,000 active | inhibition, % at 5.96 µM | recombinant F. hepatica cathepsin L1, Z-Leu-Arg-MCA fluorescence;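 active means inhibition above the mean of all tested compounds plus 3 SD, set per screening campaign, cut at about 17% in these data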;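 further: 0% = plate median of test compound wells and 100% = 1 µM Z-Phe-Ala-diazomethylketone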
VLA-4 inh: inhibition in a human VLA-4 binding assay; VLA-4 expressing cells, ligand binding flow cytometry; AID 2557; inhibition, % (about 7 µM as worked out from the volumes in the protocol); 0.2% of 330,000 active; in the data active means inhibition above about 50%
GRK2 aptamer HTS: blocks RNA aptamer binding to human GRK2 | inhibition of aptamer binding, % at 10 µM | 0.59% of 330,000 active | bead flow cytometry, FAM-aptamer displacement from GRK2 | P25098;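 active means inhibition of aptamer binding above 40%, roughly 3 SD of noise, on plates passing a quality check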;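 further: median bead fluorescence of bound FAM aptamer so fluorescent compounds give negative values; no value below 0 was filed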
Target sequence (P25098 whole entry, looked up): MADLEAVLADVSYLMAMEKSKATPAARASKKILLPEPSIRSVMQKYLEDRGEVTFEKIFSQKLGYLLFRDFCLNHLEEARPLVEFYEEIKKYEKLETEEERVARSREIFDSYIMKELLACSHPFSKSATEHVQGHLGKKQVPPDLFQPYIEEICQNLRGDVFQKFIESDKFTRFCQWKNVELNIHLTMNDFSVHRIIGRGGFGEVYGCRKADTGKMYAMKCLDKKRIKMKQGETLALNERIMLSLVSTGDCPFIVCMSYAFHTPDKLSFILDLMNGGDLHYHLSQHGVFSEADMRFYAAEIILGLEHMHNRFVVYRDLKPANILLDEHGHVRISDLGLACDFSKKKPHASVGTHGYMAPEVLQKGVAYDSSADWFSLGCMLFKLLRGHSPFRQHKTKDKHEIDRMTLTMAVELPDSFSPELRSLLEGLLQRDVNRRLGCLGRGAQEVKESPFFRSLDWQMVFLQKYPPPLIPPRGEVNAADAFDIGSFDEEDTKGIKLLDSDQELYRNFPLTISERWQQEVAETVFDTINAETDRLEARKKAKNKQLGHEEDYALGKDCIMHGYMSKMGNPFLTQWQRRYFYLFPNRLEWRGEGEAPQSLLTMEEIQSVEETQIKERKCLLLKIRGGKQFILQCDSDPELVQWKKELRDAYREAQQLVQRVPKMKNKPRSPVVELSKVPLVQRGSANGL
HCV core dimer: blocks dimerization of HCV core protein; TR-FRET GST/Flag-core106 dimerization, 1536-well; inhibition, % at 5 µM; 0.33% of 300,000 active; AID 1899;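 active means inhibition above the mean of all tested compounds plus 3 SD, set per screening campaign, cut at about 45% in these data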
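Material: GST/Flag-tagged HCV core106 proteins. Incubation: 4 h, 22.5 °C incubation. Read-out basis: inhibition (%) from 671 over 617 nm ratio. Measured by: TR-FRET, excitation 340 nm, emission 617 and 671 nm.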
procasp3 activ: procaspase-3 (human) activation | recombinant procaspase-3 D3A, Ac-DEVD-pNA absorbance 405 nm | activation, % at 8.5 µM | AID 463141 | 0.11% of 330,000 active;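 active means activation above the mean of all tested compounds plus 3 SD, cut at about 21% in these data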;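 further: 0% = DMSO alone and 100% = DMSO wells spiked with extra 5 µM PC-3 D3A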
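Technique: 405 nm absorbance of p-nitroaniline, reads at 0 and 120 min; Test system: Procaspase-3 D3A mutant; Incubation: 1 h enzyme-compound preincubation, then 2 h substrate reaction, 25 °C; Repeats: singlicate, each compound tested once; Benchmarks: low control DMSO wells, high control DMSO plus 5 µM PC-3 D3A.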
proCasp7 act: counter-screen for procaspase-3 activators: activators of human procaspase-7. 0.093% of 330,000 active. recombinant procaspase-7, Ac-DEVD-pNA absorbance 405 nm; D23A/D198A/D206A triple mutant, cannot self-cleave; scale: DMSO 0, 5 µM enzyme 100. P55210. activation, % at 8.5 µM. AID 463210;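 active means percent activation above the screen-wide mean plus 3 SD, cut at about 25% in these data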
Target sequence (P55210 whole entry D23A/D198A/D206A): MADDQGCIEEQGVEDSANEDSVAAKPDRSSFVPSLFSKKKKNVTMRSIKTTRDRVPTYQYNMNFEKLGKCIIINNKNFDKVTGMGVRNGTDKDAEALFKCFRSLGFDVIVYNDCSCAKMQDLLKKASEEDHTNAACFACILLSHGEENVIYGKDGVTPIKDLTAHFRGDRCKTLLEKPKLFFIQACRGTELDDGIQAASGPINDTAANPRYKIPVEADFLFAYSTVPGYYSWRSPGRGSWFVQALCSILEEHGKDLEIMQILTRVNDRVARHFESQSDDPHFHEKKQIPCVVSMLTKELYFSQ
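System: Uncleavable procaspase-7 mutant enzyme; Amount: 2 µM procaspase-7 mutant as dispensed; Schedule: 1 h compound preincubation, 2 h substrate cleavage, 25 °C; Measured by: 405 nm absorbance of p-nitroaniline; Evaluation: percent activation from buffer-corrected 0–120 min absorbance change; Control set: low DMSO alone, high DMSO plus 5 µM PC-7.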
PP5 primary: blocks human protein phosphatase 5 activity | purified PP5c, OMFP substrate fluorescence | inhibition, % at 6.7 µM | 0.18% of 320,000 active;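 active means inhibition above the campaign's mean inhibition across all tested compounds plus 3 SD, cut at about 9.5% in these data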;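 further: 0% = DMSO only and 100% = 100 µM cantharidin control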
GASC-1 inh: human JMJD2C demethylase inhibition | Q9H3R0 | GST-JMJD2C(1-420) H3K9me3 demethylation, DELFIA europium | inhibition, % at 2.35 µM | AID 2099 | 0.069% of 330,000 active;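 active means more than half of a compound's replicate wells show inhibition beyond 50%, single wells judged on their own value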;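 further: signal counts dimethyl H3K9 product captured on neutravidin plate; 0% = median of DMSO wells and 100% = 0.3 times that DMSO median; strong numbers were not always called active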
* marks the source's active call; other numbers are inactive results; i = inactive; nt = not tested or not shown.

SMILES	PP1 counter	CTSL1 counter	VLA-4 inh	GRK2 aptamer HTS	HCV core dimer	procasp3 activ	proCasp7 act	PP5 primary	GASC-1 inh
Cc1ccc2nc(NC(=O)C3=NN(c4ccccc4)C(=O)CC3)sc2c1	0	1	-6	2	21	0	5	1.7	-5
CC1(C)NC(=O)N(c2ccccc2Cl)C1(C)NO (stereo not given)	-9	-4	0	1	2	-5	2	2.8	7
Cc1noc(C)c1CSCC(=O)N(C)CC(=O)Nc1cccc(F)c1	0	-2	1	0	-5	-6	-2	1.0	15
Cc1c(O)c2ccccc2n(-c2ccccc2)c1=O	-5	-6	18	2	5	-8	0	-0.5	-3
Cc1ccccc1-c1nc(C(=O)NCC2CCCO2)cc2c1[nH]c1ccccc12 (stereo not given)	-1	3	17	3	5	10	3	3.5	-9
Cc1ccccc1-n1c(SCc2csc(Nc3ccccc3)n2)nnc1-c1cccnc1	1	-3	11	0	24	-4	-9	4.0	4
CC(=O)OCCc1[nH]c2ccccc2c1C	-2	-3	22	4	-7	8	-4	1.9	4
COCc1c(C(=O)N/N=C(\C)c2ccncc2)nnn1-c1nonc1N	1	-8	5	2	-4	1	-8	1.2	2
CC(C)(C)OC(=O)NC1CNNC1=O (stereo not given)	1	nt	8	0	nt	-10	-27	-0.3	-9
O=C(O)/C=C/C(=O)N(Cc1ccc2c(c1)OCO2)C1CC(=O)N(CCc2ccccc2)C1=O (stereo not given)	-2	2	2	4	-6	-13	4	0.3	3
Cc1cccc(NC(=O)CCc2nnc3ccc(N4CCC(C)CC4)nn23)n1	1	1	5	0	-3	-2	4	-1.5	12
CCN(CC(N)=O)S(=O)(=O)c1ccc(F)cc1	5	-2	13	0	-20	-7	1	-2.5	5
CCOC(=O)N1CCN(C(=O)CNS(=O)(=O)c2c(C)cc(C)cc2C)CC1	2	1	9	0	0	8	3	-2.4	-14
COc1ccc2cc(CN(CC3CCCO3)S(=O)(=O)c3ccccc3Cl)c(=O)[nH]c2c1 (stereo not given)	4	2	26	5	-4	5	3	3.9	-6
Cc1cc(C)n(-c2nc3ccccc3c(=O)n2OCc2ccc(F)cc2)n1	-3	1	9	0	7	1	3	5.2	2
CCOc1ccc(CNc2ccc(N3CCN(Cc4ccccc4)CC3)cc2)cc1	9	2	12	0	-6	-9	0	4.4	-4
COc1ccc(C(CCN2CCCC(C)C2)c2c(OC)cc(OC)c3c(-c4ccccc4)cc(=O)oc23)cc1 (stereo not given)	7	2	8	0	-8	4	7	1.6	0
CC(=O)OCC1=C(C(=O)O)N2C(=O)C(NC(=O)c3ccc(COc4cccc(Cl)c4Cl)o3)C2SC1 (stereo not given)	4	-1	3	4	34	-4	-23	0.5	-42
Cc1cc2cc(CN(Cc3ccc4c(c3)OCO4)Cc3nnnn3C3CCCC3)c(=O)[nH]c2cc1C	-5	0	-2	0	7	3	-1	-0.2	-29
N#C/C(=C\c1cccnc1)C(=O)Nc1cccc(Cl)c1	-4	-2	-1	1	2	1	0	1.7	-5
O=C(NC1CCCCC1)C1CC(=O)N(c2cccc([N+](=O)[O-])c2)C1 (stereo not given)	-3	2	6	1	1	1	-3	-0.6	-1
COc1c(O)cc(O)c2c(=O)cc(-c3ccccc3)oc12	nt	nt	18	0	nt	5	0	nt	nt
CN(CC(=O)Nc1ccccc1Br)C(=O)CN1CCN(c2ccccc2Cl)CC1	-1	nt	-2	0	nt	8	6	0.0	5
CCC(C)NS(=O)(=O)c1ccc(NC(=O)C2CCN(C(=O)c3ccco3)CC2)cc1 (stereo not given)	5	0	1	0	-1	2	-2	3.1	5
Cc1ccccc1Nc1n[nH]c(C)c1[N+](=O)[O-]	-1	3	30	2	-7	4	-6	-2.4	4

Profiles, quoted from the list. Order of screens: PP1 counter, CTSL1 counter, VLA-4 inh, GRK2 aptamer HTS, HCV core dimer, procasp3 activ, proCasp7 act, PP5 primary, GASC-1 inh
Cc1ccc2nc(NC(=O)C3=NN(c4ccccc4)C(=O)CC3)sc2c1 is listed with 0, 1, -6, 2, 21, 0, 5, 1.7, -5
O=C(NC1CCCCC1)C1CC(=O)N(c2cccc([N+](=O)[O-])c2)C1 (stereo not given) is listed with -3, 2, 6, 1, 1, 1, -3, -0.6, -1
COc1ccc(C(CCN2CCCC(C)C2)c2c(OC)cc(OC)c3c(-c4ccccc4)cc(=O)oc23)cc1 (stereo not given) is listed with 7, 2, 8, 0, -8, 4, 7, 1.6, 0
N#C/C(=C\c1cccnc1)C(=O)Nc1cccc(Cl)c1 is listed with -4, -2, -1, 1, 2, 1, 0, 1.7, -5
Cc1cc(C)n(-c2nc3ccccc3c(=O)n2OCc2ccc(F)cc2)n1 is listed with -3, 1, 9, 0, 7, 1, 3, 5.2, 2

(list continues)
SMILES	PP1 counter	CTSL1 counter	VLA-4 inh	GRK2 aptamer HTS	HCV core dimer	procasp3 activ	proCasp7 act	PP5 primary	GASC-1 inh
CCOC(=O)C1(CCCc2ccccc2)CCN(C(=O)c2ccoc2)CC1	0	3	-22	4	4	3	-5	0.7	19
CCCCN1C(=O)C(=O)N(CC(=O)Nc2ccccc2C(=O)OCC)C1=O	-4	1	-5	5	3	-5	-9	-3.0	-9
Cc1cccc(OCC(=O)Nc2ccccc2-c2ccccc2)c1	-3	0	-11	0	-7	-4	-5	2.9	12
COc1cccc(C(=O)NCCNC(=O)c2cnccn2)c1	-3	-3	8	2	8	8	4	2.2	4
CCOC(=O)c1c(NC(=O)C(=O)N/N=C(\C)c2ccc(OC)cc2)sc2c1CCCCC2	3	-2	10	0	16	0	-5	3.8	4
O=C(CSc1nc2ccccc2c(=O)n1Cc1ccco1)NCCN1C(=O)CSC1=O	-8	-5	9	0	-4	4	8	0.2	4
Cc1cccc(NC(=O)/C(C#N)=C/c2cn(CC(=O)NCc3ccco3)c3ccccc23)c1	1	1	11	0	2	-1	-3	-0.1	25
O=C(CCc1nc2ccccc2c(=O)[nH]1)NNC(=O)COc1cccc(F)c1	-2	nt	11	5	nt	0	-3	1.7	-1
CCNC(=O)NC(=O)C(C)OC(=O)C(C)(C)Oc1ccc(Cl)cc1 (stereo not given)	-2	0	3	4	-3	-1	6	5.1	-9
CC(=O)N(C)C1=C(N2CCOCC2)C(=O)c2ccccc2C1=O	1	13	10	3	-6	0	1	5.6	99*
Cc1cc(=O)oc2cc(OCC(=O)N3CCN(c4ccccc4)CC3)c(Cl)cc12	-2	3	18	0	5	-1	9	2.5	17
CC1(C)CC(=O)CC(=NCC(=O)O)C1	-5	-3	17	2	-5	3	7	-0.1	3
C#CCOCCOCCOCCNc1nc(N2CCN(C(=O)[C@H](CCC(=O)O)n3cc(C(N)Cc4ccc(O)cc4)nn3)CC2)nc(N2CCN(C(=O)[C@H](Cc3cc4ccccc4[nH]3)n3cc(C(N)CC(C)C)nn3)CC2)n1 (stereo not given in full)	-2	2	-9	0	7	9	11	0.8	-9
COc1ccc(CNS(=O)(=O)c2ccc(F)c(C(=O)Nc3ccc(OC)cc3)c2)cc1	-3	-2	-5	1	6	-6	-10	-0.7	15
COCCNC(=O)CN1CCCCCC1	-3	-3	10	1	-3	3	5	0.5	-8
Cc1oc(C(=O)O)cc1COc1cccc2ccccc12	-4	-3	-4	3	15	6	0	3.1	0
C/C(=C\c1ccco1)C1C(C#N)=C(N)Oc2n[nH]c(-c3ccc(C)cc3)c21 (stereo not given)	6	4	13	0	21	-5	3	3.3	-7
COc1cc(/C=N/Nc2ccccc2[N+](=O)[O-])cc(OC)c1O	-2	-3	-3	2	-19	-8	-6	-0.4	-4
CCCCCCc1cc2cc(-c3nnc(-c4cc(OC)c(OC)c(OC)c4)o3)c(=O)oc2cc1O	-2	-2	i	0	3	-11	-17	-3.1	-5
CN(C)CCCN(C(=O)C1COc2ccccc2O1)c1nc2cc3c(cc2s1)OCO3 (stereo not given)	-2	-1	-2	0	-10	-2	3	0.8	0
O=C(NCC(c1cccnc1)N1CCN(c2ccc(F)cc2)CC1)C1CCCCC1 (stereo not given)	-2	-2	2	1	-2	-4	0	-2.7	-2
O=C(N/N=C/c1ccc(O)cc1)c1ccc(NC(=O)c2ccccc2Br)cc1	-1	4	15	2	11	-5	8	-0.2	3
N#Cc1cccc(NC(=O)COC(=O)CCc2ccc(S(=O)(=O)N3CCOCC3)cc2)c1	9	nt	6	4	nt	7	3	3.3	6
COc1ccc(NC(=O)C(C)N2C(=O)c3ccccc3C2=O)c(OC)c1 (stereo not given)	-10	0	5	0	2	-2	8	1.8	7
CCC(CC)C(=O)NCc1ccccc1Cl	-2	-3	11	0	-2	1	-3	-2.7	10
(listing goes on)
SMILES	PP1 counter	CTSL1 counter	VLA-4 inh	GRK2 aptamer HTS	HCV core dimer	procasp3 activ	proCasp7 act	PP5 primary	GASC-1 inh
CC(=O)c1cccc(NC(=O)CN2C(=O)NC(C)(C)C2=O)c1	nt	nt	-2	0	nt	-1	3	nt	-1
COC(=O)c1ccccc1NC(=O)CSc1n[nH]c(C)n1	1	7	-8	1	2	5	8	-1.1	10
CCN(CC(=O)Nc1c(F)cccc1F)C(=O)c1cc2c(cc1Cl)N1CCCCCC1=NS2(=O)=O	-2	-9	41	1	-2	8	9	-1.9	2
CCOC(=O)c1c(NC(=O)c2ccco2)sc2c1CCCC2	3	5	-10	0	-3	5	-11	1.2	-9
CN(C)c1ccc(CNC(=O)c2cc(S(=O)(=O)N3CCOCC3)cn2C)cc1	-2	-2	8	2	-9	-1	11	0.7	-2
COc1ccc(NC(=O)CN(C)C(=O)c2cc3c(s2)CCCCC3)cc1	-5	1	18	0	8	11	-2	2.9	27
COc1ccc(NC(=O)CN(C)S(=O)(=O)c2cnc[nH]2)cc1	-4	2	3	1	-7	9	-3	4.6	-19
Cc1ccc(C(=O)Nc2nnc(S(=O)(=O)N3CCOCC3)s2)cc1	-2	0	-1	0	-3	-2	-1	0.7	-3
CC(C(=O)N1CCc2ccccc2C1)N(c1ccccc1)S(C)(=O)=O (stereo not given)	-6	-3	4	0	-2	2	-2	0.7	2
O=c1ncc(F)c[nH]1	0	2	-3	0	-9	0	1	0.0	7
CCc1c(C)c(C#N)c2nc3ccccc3n2c1NCC1CCCO1 (stereo not given)	-1	0	8	0	0	-5	1	1.0	-11
Cc1ccccc1-n1ncc(C(C)NS(=O)(=O)c2sccc2C)c1C (stereo not given)	-5	1	-2	1	4	-10	12	1.8	-2
O=C(NCCc1ccccc1)c1ccc(S(=O)(=O)N2CCCC2)cc1	-1	nt	0	0	nt	1	7	0.6	3
Cc1[nH]n(-c2ccccc2)c(=O)c1C(C[N+](=O)[O-])c1ccc(Cl)cc1 (stereo not given)	-1	1	-2	0	-4	-8	-9	1.1	-6
Cc1ccc(NC(=O)COc2ccc(/C(N)=N/O)cc2)cc1C	0	-2	1	8	2	-7	-13	3.8	11
CC(=O)c1sc2nsc(SCCN3CCOCC3)c2c1N	-8	-1	-13	4	-1	-23	-27	-2.7	-4
N/C(=N\OC(=O)c1cccnc1)c1ccc(Cl)cc1Cl	0	-8	0	0	-15	4	-6	1.9	4

This is a random part of the collection; overall some 2.6% were active at least once.
